From PubChem BioAssay
ABHD5-PLIN5 inh – ABHD5-PLIN5 protein interaction inhibition | 360,000 compounds, 0.78% hits | inhibition, % at 4 µM | Split G. princeps luciferase complementation, luminescence, 4 h | AID 602281 | Q00G26+Q8WTS1;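 active = inhibition above the mean inhibition across every tested compound plus 3 SD, cut at about 22% in these data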;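 also: 0% = DMSO only wells and the 100% control is not disclosed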
TLR9-MyD88 inh – TLR9-MyD88 interaction inhibition. Q9NR96+Q99836. 340,000 compounds, 0.21% hits. CHO BLA complementation TLR9-MyD88, CCF4 FRET ratio. AID 504734. inhibition, % at 4.98 µM;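 active = inhibition above the mean over all tested compounds plus 3 SD, cut at about 21% in these data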;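 also: 0% = DMSO only wells and 100% = clavulanate BLA inhibitor control wells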
Vif imaging – blocks HIV Vif function. HEK293T cells, Vif self-association by quenched fluorescence, imaging, 24 h. inhibition, % at 7.49 µM. 340,000 compounds, 0.35% hits. AID 602346; in the data active = inhibition above about 50%, passing the limit was not always enough; also: some results filed as inactive read as strong as hits
NOD2-RIPK2 inh – blocks binding of human NOD2 to RIPK2 | 360,000 compounds, 0.38% hits | O43353 | inhibition, % at 4.98 µM | CHO BLA complementation NOD2-RIPK2, CCF4 ratio; in the data active = inhibition above about 21%;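 also: 0% = vehicle only and 100% = reference blocker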
Target sequence (O43353 whole entry, looked up): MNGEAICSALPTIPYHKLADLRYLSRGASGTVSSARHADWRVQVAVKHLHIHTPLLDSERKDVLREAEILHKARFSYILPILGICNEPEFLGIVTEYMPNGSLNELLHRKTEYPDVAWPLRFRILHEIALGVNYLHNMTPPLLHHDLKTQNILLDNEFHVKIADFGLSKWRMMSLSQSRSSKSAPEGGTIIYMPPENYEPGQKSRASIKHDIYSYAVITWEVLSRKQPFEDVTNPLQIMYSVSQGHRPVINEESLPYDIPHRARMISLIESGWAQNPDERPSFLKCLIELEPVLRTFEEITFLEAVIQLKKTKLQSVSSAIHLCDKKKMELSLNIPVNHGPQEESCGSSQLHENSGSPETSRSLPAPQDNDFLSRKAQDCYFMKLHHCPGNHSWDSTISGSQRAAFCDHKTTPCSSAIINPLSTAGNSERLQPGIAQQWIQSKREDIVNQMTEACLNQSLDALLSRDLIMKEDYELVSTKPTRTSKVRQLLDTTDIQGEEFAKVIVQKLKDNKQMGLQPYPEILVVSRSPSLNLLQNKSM
Exocytosis inh – blocks lytic granule exocytosis; inhibition, % at 10 µM; TALL-104 LAMP-1 surface exposure, flow cytometry; cells stimulated with thapsigargin and PMA; 360,000 compounds, 0.66% hits;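 active = inhibition above about 55%, limit read from the data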
MC4R antag cAMP – human MC4R antagonism in cAMP assay; inhibition, % at 6.5 µM; P32245; MC4R-expressing cells, MTII-stimulated cAMP, LANCE TR-FRET; AID 540295; 360,000 compounds, 0.48% hits;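 active = inhibition above its plate's cutoff, the mean of tested wells on that plate plus 3 SD, cut at about 29% in these data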;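 also: 0% = Melanotan II alone and 100% = Melanotan II plus saturating MCL0020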
Target sequence (P32245 whole entry, looked up): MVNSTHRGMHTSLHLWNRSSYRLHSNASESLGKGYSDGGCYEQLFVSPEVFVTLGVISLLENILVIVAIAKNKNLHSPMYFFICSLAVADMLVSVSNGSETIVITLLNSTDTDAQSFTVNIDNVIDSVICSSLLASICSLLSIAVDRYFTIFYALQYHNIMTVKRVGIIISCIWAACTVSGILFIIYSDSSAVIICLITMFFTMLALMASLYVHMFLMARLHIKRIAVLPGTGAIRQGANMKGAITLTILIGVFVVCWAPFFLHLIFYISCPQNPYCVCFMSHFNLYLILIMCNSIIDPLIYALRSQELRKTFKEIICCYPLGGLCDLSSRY
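Assay system: U2OS cells stably expressing human melanocortin 4 receptor (MC4R) / Dosing: 6.5 µM / Timing: compound 30 min, challenge 1 h, detection 1 h / Measured by: Eu-cAMP/anti-cAMP TR-FRET, emission 671 nm / Replicates: singlicate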
Glyco luc inh – N-linked glycosylation inhibition | reporter increase, % at 12.5 µM | 360,000 compounds, 0.23% hits | D54 ERlucT glycosylation luciferase reporter, 24 h; percent of 100 nM tunicamycin response;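 active = mean luciferase reporter signal, scaled so untreated is 0 and the glycosylation-blocking control 100, at or above a set limit in every replicate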;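 also: luciferase carries N-glycosylation sites so blocking glycosylation raises the light; 0% = median of neutral control wells and 100% = median of 100 nM tunicamycin wells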
aDG glyco up – increases alpha dystroglycan glycosylation | Pro5-aDG cells, alpha-DG glycosylation AlphaScreen (IIH6); 0% Pro5, 100% B10-LARGE cell signal | activation, % at 10 µM | 360,000 compounds, 0.22% hits;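 active = activation of at least 8% versus controls, or a plate z-score of at least 8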;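 also: Pro5 are CHO cells carrying HIG-tagged alpha-DG that lacks glycosylation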
ABCB6 inh MLPCN – blocks the human ABCB6 transporter | Q9NP58 | K562-ABCB6 porphyrin accumulation, flow cytometry, 1 h; hits give low values | fluorescence ratio to DMSO, % at 10 µM | 360,000 compounds, 0.19% hits;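 active = fluorescence ratio to DMSO below 75%, the collection mean minus 3 SD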;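 also: signal is porphyrin accumulated inside mitochondria; 100% equals median channel fluorescence of DMSO control wells; lower ratio means ABCB6 inhibition with less porphyrin fluorescence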
MC4R barr agon – human MC4R agonism via beta-arrestin | U2OS MC4R beta-arrestin complementation, luminescence; percent of melanotan II response, DMSO zero | activation, % at 8.9 µM | 360,000 compounds, 0.98% hits | P32245;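 active = activation above a per-plate cutoff, the mean activation of sample wells on that plate plus 3 SD, cut at about 8% in these data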
Starred values were filed as active, the others as inactive; . = not tested or not shown. A portion of the library; count on the stated rates, not on these rows.

Below each SMILES: ABHD5-PLIN5 inh	TLR9-MyD88 inh	Vif imaging	NOD2-RIPK2 inh	Exocytosis inh	MC4R antag cAMP	Glyco luc inh	aDG glyco up	ABCB6 inh MLPCN	MC4R barr agon
CCc1cc2ccccc2nc1SCC(=O)NC1CCCC1
 : -7.0	-5.0	6.9	2.9	79.4*	-0.1	-1.4	0.0	94.0	2.2
CC1(NC(=O)c2cc(Cl)nc3ccccc23)CCS(=O)(=O)C1 (stereo unspecified)
 : 4.2	-0.8	18.7	-2.1	4.0	-4.4	0.7	0.1	92.0	-1.6
C[N+](C)(C)CCCN1C(=O)CCCC1=O
 : -1.0	-0.8	.	-7.1	-0.7	-4.3	3.2	-0.3	84.0	-2.2
O=C(/C=C/Nc1ccc(F)cc1)c1ccco1
 : -4.1	3.5	5.8	-2.9	0.6	-3.4	-8.6	-0.3	96.0	-1.8
O=[N+]([O-])c1ccc(OCc2cccc(COc3ccc([N+](=O)[O-])cc3)n2)cc1
 : -1.2	-5.4	1.6	-2.6	-0.1	7.6	-1.1	0.1	94.0	6.0
CC(=O)c1cccc(NC(=O)c2cc(=O)[nH]c3ccc(S(=O)(=O)N4CCOCC4)cc23)c1
 : 6.8	-3.9	19.2	-1.5	-9.9	-4.1	1.2	-0.4	94.0	0.8
COc1ccc(S(=O)(=O)N2CCN(C(=O)CN3C(=O)NC(C)(c4ccc5ccccc5c4)C3=O)CC2)cc1 (stereo unspecified)
 : -9.3	-10.5	.	-3.8	1.7	24.3	-1.5	0.5	96.0	-2.4
CCOc1ccc2nc(C)cc(Nc3ccc4c(c3)OCCO4)c2c1
 : 8.2	1.2	-8.7	-4.8	15.4	3.4	2.7	0.7	106.0	-0.8
Cc1cc(C)nc(NS(=O)(=O)c2ccc(NC(=O)c3ccccc3Br)cc2)n1
 : -12.4	-2.1	28.8	-0.4	-5.5	0.0	1.3	0.2	102.0	-3.9
C=CCNC(=O)c1ccc(C(=O)c2ccccc2)cc1
 : -1.8	-9.7	-5.6	0.1	0.4	7.5	-2.7	0.2	99.0	-0.5
CCOC(=O)c1cn(CC(=O)Nc2ccccc2C(=O)OCC)nn1
 : -2.5	-5.0	-13.7	-9.7	-4.6	0.7	0.4	0.1	98.0	-0.3
Cc1ccc(C)c(SCC(=O)NNC(=O)c2csc(N3CCOCC3)n2)c1
 : -2.3	-3.7	.	7.3	13.9	2.5	.	0.1	103.0	-0.7
OC(CNCc1ccccc1)Cn1ccc2ccccc21 (stereo unspecified)
 : -2.6	2.6	10.9	-4.0	-5.2	0.4	-0.3	1.4	100.0	-1.9
COC(=O)C[C@H]1C[C@H]2c3cc(NC(=O)CC4CC4)ccc3O[C@H]2[C@H](CO)O1
 : 5.0	8.8	.	16.1	-7.0	1.5	1.9	-0.1	95.0	-0.9
Cc1ccc(C)c(NC(=O)CNC(=O)N2CC(=O)Nc3ccccc32)c1
 : -1.2	-0.6	9.8	7.5	-1.1	5.3	3.1	-0.4	103.0	-0.7
Oc1cc2c(cc1CN1CCN(c3cccc(C(F)(F)F)c3)CC1)CCC2
 : -17.2	6.3	-3.0	-0.4	-0.6	0.3	1.5	0.1	90.0	-0.2
COc1ccc(Cl)cc1NC(=O)CN(C)C(=O)Cn1cnnn1
 : -12.3	-5.7	5.3	-15.0	0.2	1.1	0.7	-0.1	113.0	-1.4
CSc1ccccc1NC(=O)c1cc(CC(C)C)on1
 : 0.2	-9.8	-14.7	-2.5	-3.5	6.9	0.2	0.0	103.0	5.2
Cc1ccc(C2C(C#N)=C(N)Oc3cc4c(cc32)OCO4)cc1 (stereo unspecified)
 : 4.3	-2.4	.	-0.1	2.5	11.9	12.1	0.5	90.0	1.8
C#CCN(C)CCCOc1ccc(Cl)cc1Cl
 : 4.3	3.4	-4.4	4.4	4.8	4.2	-1.2	-0.2	95.0	0.8
COc1cc(C(N)=O)ccc1OCc1ccccc1
 : -0.3	-4.1	11.3	-3.4	-3.0	0.9	1.1	-0.1	140.0	-0.1
Cc1cc(OCC(=O)OCC(=O)c2c(N)n(C)c(=O)n(C)c2=O)ccc1Cl
 : 2.8	12.2	-1.0	-2.2	0.6	-3.7	-0.3	0.1	94.0	-4.0
COc1ccc2c(c1)NC(c1cc(Cl)cc(Cl)c1O)c1cccn1-2 (stereo unspecified)
 : 0.3	-10.6	0.9	-2.1	-1.7	1.0	-6.5	-0.4	107.0	-1.1
Cc1csc(CN(C)C(=O)CC2C(=O)NCCN2CC(C)(C)C)n1 (stereo unspecified)
 : -3.6	0.1	10.2	-6.7	-3.2	4.3	0.1	-0.1	102.0	-1.4
CCCOP(=O)(c1ccc(N(C)C)cc1)C(O)c1cc(OC)ccc1OC (stereo unspecified)
 : 4.4	-3.3	-11.1	0.4	5.0	-0.1	1.0	0.1	92.0	-1.4
CC1(C)OC(=O)N(CCC(=O)Nc2cccc(F)c2)C1(C)O (stereo unspecified)
 : 0.6	4.3	-4.7	1.0	-3.0	-7.7	5.3	0.2	120.0	-0.4
O=C(N/N=C1/CC2C=CCC12)c1ccc(Br)o1 (stereo unspecified)
 : -2.6	-1.2	-0.4	-0.2	-1.9	2.5	2.8	-0.1	96.0	-1.0
CC(=O)Nc1ccc(-c2ccnc3c2CC(C)(C(=O)Nc2ccc(C(C)C)cc2)O3)cc1 (stereo unspecified)
 : -6.0	.	-10.5	4.3	-2.4	16.0	-9.1	0.5	98.0	-2.3
C=CCNC(=S)N/N=C/c1ccc(C(F)(F)F)cc1
 : -3.4	0.9	-21.6	-5.8	-1.5	6.2	-4.0	0.5	98.0	0.0
COC(=O)CCCn1nc(NC(=O)c2ccco2)cc1C
 : 7.7	-11.8	11.4	-18.0	-6.5	10.7	0.4	0.0	92.0	-1.2
CCNc1ccc(Br)cc(C(=O)/C=C/c2c(Cl)cccc2Cl)c1=O
 : 44.1*	9.4	11.0	8.2	77.5*	7.0	2.0	0.1	165.0	-1.7
O=C(c1cccs1)C1CCCN(Cc2nc(Cc3ccccc3F)no2)C1 (stereo unspecified)
 : 0.1	-5.9	4.5	-12.1	1.2	-3.6	-0.7	0.2	95.0	-1.1
COc1ccccc1Nc1nnc(C)c(=O)[nH]1
 : 7.4	1.8	73.0*	-5.9	8.6	3.7	1.8	-0.1	101.0	-1.9
Cc1ccc(Nc2nc(C(=O)NCc3ccco3)cs2)cc1
 : 5.8	-0.4	-3.5	-3.8	-2.5	7.3	-7.1	0.2	96.0	-0.9
C=CCn1c(SCC(=O)Nc2nc3ccccc3s2)nc(O)c(CC)c1=O
 : -9.5	-2.9	-10.1	-13.2	1.3	14.4	-0.2	0.0	99.0	0.3
CCCCn1c(N)c(N(CCOC)C(=O)c2ccc(N3CCCC3)c([N+](=O)[O-])c2)c(=O)[nH]c1=O
 : -14.9	5.5	14.5	5.5	11.1	-0.3	3.0	0.1	93.0	-3.2
COc1ccc(N(CC(=O)NC2CCCC2)S(=O)(=O)c2c(C)[nH]c(=O)[nH]c2=O)cc1
 : -1.4	2.3	-5.3	-9.3	-3.4	-2.2	2.9	-0.3	98.0	0.0
CC(C)(C)CN1CCNC(=O)C1CC(=O)N1CCC(C(=O)N2CCOCC2)CC1 (stereo unspecified)
 : 0.2	-8.3	-0.1	-11.3	-0.7	8.0	-0.4	-0.1	108.0	-1.4
COc1cc(OC)cc(-c2nnc(NC(=O)CCS(=O)(=O)c3ccc(C)cc3)o2)c1
 : -8.3	3.7	-1.5	-3.0	-2.8	10.6	-2.7	0.2	98.0	0.5
CCCC(=O)Nc1ccc(C(=O)n2nnc3ccccc32)cc1
 : -0.7	0.9	2.9	-6.9	-0.4	7.9	3.8	0.1	98.0	-1.2
C=C(C)C1(O)OC(=O)C=C1OC (stereo unspecified)
 : 12.5	-7.6	-4.5	-13.8	-1.1	-0.7	-8.2	0.7	99.0	-0.9
CCOC(=O)C1CCN(S(=O)(=O)c2ccc(-c3ccccn3)s2)CC1
 : -0.9	.	-13.4	3.5	-1.3	0.9	-1.5	0.1	100.0	0.5
CCOc1cccc(CN(C)CC2CCCN(CCc3ccc(Cl)cc3)C2)c1O (stereo unspecified)
 : 2.8	3.8	14.3	-0.9	76.1*	9.1	0.2	0.0	104.0	0.0
Cc1csc(SCC(=O)NC(=O)NC2CCCC2)n1
 : -7.2	.	0.5	3.0	3.8	1.2	0.2	0.1	113.0	0.0
CN(C)c1ccc(/C=C2/SC(=O)N(CCN=C3NS(=O)(=O)c4ccccc43)C2=O)cc1
 : 3.8	-2.6	-6.2	-13.2	1.8	-0.6	-4.3	-0.1	104.0	6.8
CC(Oc1ccc2c3c(c(=O)oc2c1)CCCC3)C(=O)NCc1cccnc1 (stereo unspecified)
 : 12.9	-3.6	3.5	-18.5	-4.0	-0.9	-2.2	0.4	58.0*	-0.8
COc1ccc(Br)cc1/C=N/NS(=O)(=O)c1ccccc1
 : -4.5	-8.2	.	0.9	-0.2	-1.9	7.7	0.1	99.0	2.3
CCn1c(SC(C)C(=O)NCC2CCCO2)nc2ccccc21 (stereo unspecified)
 : 11.7	-5.1	-0.6	-4.2	1.6	8.9	-1.4	0.1	96.0	-0.9
Cc1cc(C)cc(NC(=O)CCc2nc3sc4c(c3c(=O)[nH]2)CCCC4)c1
 : -12.3	16.1	150.7*	5.6	-1.8	9.9	-4.0	-0.5	97.0	12.7*
COc1ccc(CCN2CC(C(=O)N(C)CC(=O)Nc3cccc(F)c3)CC2=O)cc1OC (stereo unspecified)
 : 0.1	-2.6	2.2	-5.7	11.7	8.5	2.2	-0.1	97.0	-2.0

The list continues.
Below each SMILES: ABHD5-PLIN5 inh	TLR9-MyD88 inh	Vif imaging	NOD2-RIPK2 inh	Exocytosis inh	MC4R antag cAMP	Glyco luc inh	aDG glyco up	ABCB6 inh MLPCN	MC4R barr agon
O=S(=O)(c1ccc(F)cc1F)N1CCCN(c2ccc(C(F)(F)F)cn2)CC1
 : -2.1	.	-1.4	1.5	7.9	-1.4	-3.0	0.0	96.0	4.9
CC(=O)N1Cc2ccccc2CC1C(=O)N1CCN(c2ccccc2)CC1 (stereo unspecified)
 : -1.3	2.0	13.0	-4.3	4.0	1.9	0.3	-0.1	105.0	-2.8
COc1ccc(C(O)C(CN2CCOCC2)c2ccccc2)cc1F (stereo unspecified)
 : 4.6	9.1	4.8	1.8	-1.2	6.1	-1.3	-0.3	99.0	1.2
CCN(CC)C(=O)C1=C(C)N(CCCOC)C(=O)C(CC(=O)NC2CC2)C1 (stereo unspecified)
 : -4.4	1.0	2.6	-8.8	-1.5	3.5	1.5	0.2	102.0	-2.4
CCCNC(=O)c1cc2c(c(-c3cccc(-c4ccccc4F)c3)n1)[C@H](CCO)N(C(=O)CC1CC1)C2
 : 11.8	.	.	-7.3	5.1	.	.	0.7	95.0	.
COc1cc(C(=O)NNC(=S)NC(=O)/C=C/c2ccccc2)cc(OC)c1OC
 : 4.1	1.6	10.9	-4.3	-10.1	2.3	-6.6	-0.1	100.0	0.1
